Source: PubChem BioAssay (National Center for Advancing Translational Sciences (NCATS))
GAA glycogen mod: GAA glycogen-cleavage inhibition or activation | Potency, µM (titrated, usually from 76.4 µM), for inactives: at the top dose activity change, negative = inhibition, actives largely listed as inhibitors | P10253 | recombinant GAA, glycogen substrate, Amplex Red glucose oxidase fluorescence | hit rate 0.38% among 300,000; active means well fitted inhibition curve with a large enough effect; inconclusive means small, poorly fitted or top-dose-only effect, or another doubt; inactive means no such curve, though single readings can be large or run the other way;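 further: 0% = full enzyme reaction and -100% = no-enzyme basal signal; the screen sought inhibitors and activators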
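Recombinant enzyme (4 nM final) with compounds titrated up to 77 uM and bovine liver glycogen (30 ug) in citrate pH 5.0, 0.01% Tween-20, 37 C 40 min. Released glucose detected by Amplex Red/glucose oxidase (Ex 573/Em 610); AC50 from Hill fits.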
Lamin A splicing: changes lamin A minigene splicing in HeLa cells; HeLa LMNA splicing GFP/RFP minigene ratio, 48 h; Potency, µM (top dose mostly 46.1 µM), inactives show at the top dose ratio change, negative = inhibition, usual class: inhibitors; hit rate 0.01% among 200,000; AID 1487; active means well fitted inhibition curve with a large enough effect in the signal ratio, with a control signal flat, not every such curve was filed as active; inconclusive means small, poorly fitted or top-dose-only effect, or effect the other way, or a change in a side signal; the % refers to the signal ratio
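S3 HeLa cells stably expressing lamin A-EGFP splicing minigene plus DsRed2, 600 cells/well, 48 h compound exposure at 37C. Laser-scanning cytometry; analysed as GFP (500-530 nm)/RFP (575-640 nm) total intensity ratio; 0.5% DMSO vehicle.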
* hit, by the source's call; & = joins results of further samples; [ ] = remark or other dose. Unless noted, on the % scale 0 is the no-effect control and ±100 the full control effect; potency means the concentration at half of the fitted maximal effect. Only part of the results is shown; rates above refer to the full screens.

For Cn1nnnc1SCCCNCc1cccc(OCc2ccccc2)c1 the results were GAA glycogen mod -10%[76.3 µM] and Lamin A splicing 7%[46 µM].
For COc1cccc(CNC(=O)c2nn(C)c3c2CS(=O)(=O)c2ccccc2-3)c1 the results were GAA glycogen mod 16%[76.3 µM] and Lamin A splicing 5%[46 µM].
Cc1cc(C)cc(N(C)S(=O)(=O)c2nnc(NC(=O)COc3ccc(C)c(C)c3)s2)c1 was read as GAA glycogen mod 10%[76.3 µM] and Lamin A splicing -23%[46 µM].
Screening CCCS(=O)(=O)N1CC(=O)N(c2ccc(Cl)cc2)C(C)(C(=O)NC2CCCC2)C1 (stereo not given) returned GAA glycogen mod -3%[76.3 µM] and Lamin A splicing 15%[46 µM].
Screening CN(c1ccc(Cl)cc1)S(=O)(=O)c1nnc(NC(=O)C2CCCCC2)s1 returned GAA glycogen mod inconclusive and Lamin A splicing 1%[46 µM].
For O=C(NCc1cccc(F)c1)c1ccc(CN2CC(=O)N3CCCCC3C2=O)cc1 (stereo not given) the results were GAA glycogen mod 11%[76.3 µM] and Lamin A splicing -8%[46 µM].
CS(=O)(=O)c1ncc(N(Cc2ccccc2)Cc2ccco2)c(C(=O)Nc2cccc(C(F)(F)F)c2)n1 was read as GAA glycogen mod 5%[76.3 µM] and Lamin A splicing 9%[46 µM].
Screening CCOc1ccccc1NC(=O)Cn1ccn(Cc2ccc(C)cc2)c(=O)c1=O returned GAA glycogen mod 3%[76.3 µM] and Lamin A splicing 3%[46 µM].
`COc1ccccc1N1CCN(S(=O)(=O)c2ccc3[nH]c4c(c3c2)CCCC4)CC1` gave GAA glycogen mod 1%[76.3 µM] and Lamin A splicing 11%[46 µM].
`COc1ccc(-c2cn3nc(N4CCC(C(=O)NCc5ccc(F)cc5)CC4)sc3n2)cc1` gave GAA glycogen mod 11%[76.3 µM] and Lamin A splicing 8%[46 µM].
For CCc1ccc(NC(=O)C(=O)NCC(c2cccnc2)N2CCN(Cc3ccccc3)CC2)cc1 (stereo not given) the results were GAA glycogen mod -1%[76.3 µM] and Lamin A splicing -9%[46 µM].
Screening Cc1nnsc1C(=O)Oc1ccccc1Cl returned GAA glycogen mod -3%[76.3 µM] and Lamin A splicing 12%[46 µM].
CCC(Sc1nc2ncccc2[nH]1)C(=O)Nc1cccc(OC)c1 (stereo not given) was read as GAA glycogen mod 8%[76.3 µM] and Lamin A splicing 9%[46 µM].
`COc1ccc(-n2cc(C(=O)NCc3ccccc3Cl)c3ccccc3c2=O)cc1` gave GAA glycogen mod 8%[76.3 µM] and Lamin A splicing 8%[46 µM].
For O=C(COc1ccccc1Cl)Nc1ccc2oc(-c3ccccc3F)nc2c1 the results were GAA glycogen mod 14%[76.3 µM] and Lamin A splicing 3%[46 µM].
`Cc1cc(Nc2cccc(Cl)c2)nc2ccc(NC(=O)c3ccc(F)cc3Cl)cc12` gave GAA glycogen mod -4%[76.3 µM] and Lamin A splicing -25%[46 µM].
For Cc1ccc(NC(=O)CCCn2c(=O)c3cccn3c3ccccc32)cc1C the results were GAA glycogen mod -14%[76.3 µM] and Lamin A splicing -15%[46 µM].
Cc1ccc(CCNC(=O)CCn2c(=O)c3cccn3c3ccc(F)cc32)cc1 was read as GAA glycogen mod -1%&10%[76.3 µM] and Lamin A splicing -4%[46 µM].
For O=C(COc1cccc(Cl)c1)N1CCC(c2nc3ccccc3o2)CC1 the results were GAA glycogen mod 0%[76.3 µM] and Lamin A splicing -7%[46 µM].
For Cc1ccc2c(c1)N(C(=O)NCc1ccccc1)CCO2 the results were GAA glycogen mod 15%[76.3 µM] and Lamin A splicing 12%[46 µM].

Ordered by length of the SMILES (smallest number first): part of the list above
For Cc1ccc2c(c1)N(C(=O)NCc1ccccc1)CCO2 the results were GAA glycogen mod 15%[76.3 µM] and Lamin A splicing 12%[46 µM].
For O=C(COc1cccc(Cl)c1)N1CCC(c2nc3ccccc3o2)CC1 the results were GAA glycogen mod 0%[76.3 µM] and Lamin A splicing -7%[46 µM].
For Cc1ccc(NC(=O)CCCn2c(=O)c3cccn3c3ccccc32)cc1C the results were GAA glycogen mod -14%[76.3 µM] and Lamin A splicing -15%[46 µM].
`COc1ccc(-n2cc(C(=O)NCc3ccccc3Cl)c3ccccc3c2=O)cc1` gave GAA glycogen mod 8%[76.3 µM] and Lamin A splicing 8%[46 µM].
For COc1cccc(CNC(=O)c2nn(C)c3c2CS(=O)(=O)c2ccccc2-3)c1 the results were GAA glycogen mod 16%[76.3 µM] and Lamin A splicing 5%[46 µM].
`Cc1cc(Nc2cccc(Cl)c2)nc2ccc(NC(=O)c3ccc(F)cc3Cl)cc12` gave GAA glycogen mod -4%[76.3 µM] and Lamin A splicing -25%[46 µM].
For CCc1ccc(NC(=O)C(=O)NCC(c2cccnc2)N2CCN(Cc3ccccc3)CC2)cc1 (stereo not given) the results were GAA glycogen mod -1%[76.3 µM] and Lamin A splicing -9%[46 µM].
Cc1cc(C)cc(N(C)S(=O)(=O)c2nnc(NC(=O)COc3ccc(C)c(C)c3)s2)c1 was read as GAA glycogen mod 10%[76.3 µM] and Lamin A splicing -23%[46 µM].

Additional structures:
For O=C(NCC(c1cccnc1)N1CCc2ccccc2C1)C(=O)Nc1ccccc1 (stereo not given) the results were GAA glycogen mod 4%[76.3 µM] and Lamin A splicing 0%[46 µM].
Cc1ccc(C(=O)Nc2ccc(S(=O)(=O)N(Cc3ccccc3)c3ccccc3)cc2)cc1 was read as GAA glycogen mod 5%[76.3 µM] and Lamin A splicing 12%[46 µM].
`Cc1c(C(=O)NCc2ccccc2Cl)sc2nc3n(c(=O)c12)CCCC3` gave GAA glycogen mod -10%[76.3 µM] and Lamin A splicing inconclusive.
Screening Cc1cccc(NC(=O)c2c(C)cc(C)nc2SCC(=O)c2ccccc2)c1 returned GAA glycogen mod -4%[76.3 µM] and Lamin A splicing -17%[46 µM].
Cc1ccc(NC(=O)CN2C(=O)CCc3ccccc32)cc1C was read as GAA glycogen mod 9%[76.3 µM] and Lamin A splicing 0%[46 µM].
Screening CCOc1ccccc1CNC(=O)CCn1c(=O)c2cccn2c2ccc(F)cc21 returned GAA glycogen mod 8%[76.3 µM] and Lamin A splicing -1%[46 µM].
`Cc1ccc(C(=O)Nc2nnc(S(=O)(=O)N3CCc4ccccc43)s2)cc1` gave GAA glycogen mod 19%[76.3 µM] and Lamin A splicing inconclusive.
For CCOc1ccc(-c2cn3c(n2)sc2cc(C(=O)NC4CCCc5ccccc54)ccc23)cc1 (stereo not given) the results were GAA glycogen mod -7%[76.3 µM] and Lamin A splicing inconclusive.
CSc1cccc(NC(=O)C2CCN(c3ncnc4c3nc3n4CCCCC3)CC2)c1 was read as GAA glycogen mod -10%[76.3 µM] and Lamin A splicing inconclusive.
`COc1cccc(-c2cn3c(n2)sc2cc(C(=O)NCCC4=CCCCC4)ccc23)c1` gave GAA glycogen mod -11%[76.3 µM] and Lamin A splicing 8%[46 µM].
CCS(=O)(=O)c1ncc(N(Cc2ccccc2)Cc2ccco2)c(C(=O)Nc2ccc(C)c(C)c2)n1 was read as GAA glycogen mod 3%[76.3 µM] and Lamin A splicing 19%[46 µM].
For COc1ccc(C2CC(=O)Nc3c2c(C)nn3-c2nc(C)cc(C)n2)c(OC)c1OC (stereo not given) the results were GAA glycogen mod 10%[76.3 µM] and Lamin A splicing inconclusive.
For COc1ccc(Cl)cc1NC(=O)CCn1c(=O)c2cccn2c2ccccc21 the results were GAA glycogen mod 7%[76.3 µM] and Lamin A splicing 1%[46 µM].
`CCN(CC)c1cc2c(cc1F)c(=O)c(S(=O)(=O)c1cc(C)ccc1C)cn2Cc1ccccc1` gave GAA glycogen mod 6%[76.3 µM] and Lamin A splicing 17%[46 µM].
For O=C(c1ccc(F)cc1)N1CCC(c2nc3ccccc3o2)CC1 the results were GAA glycogen mod -4%[76.3 µM] and Lamin A splicing 3%[46 µM].
Cc1c(C(=O)NCc2ccccc2)sc2nc3n(c(=O)c12)CCCCC3 was read as GAA glycogen mod 14%[76.3 µM] and Lamin A splicing 3%[46 µM].
O=C(Nc1nnc(S(=O)(=O)N2CCCCCC2)s1)c1ccccc1Cl was read as GAA glycogen mod 21%&-14%[76.3 µM] and Lamin A splicing -6%[46 µM].
Screening Cc1cccc(C)c1OCC(=O)Nc1nc(-c2ccc(Br)cc2)ns1 returned GAA glycogen mod -5%[76.3 µM] and Lamin A splicing inconclusive.
`Cn1c(=O)n(C)c2cc(CNCc3ccccc3Cl)ccc21` gave GAA glycogen mod -2%[76.3 µM] and Lamin A splicing 17%[46 µM].
Screening Cc1ccc(OCC(=O)NCC2(N3CCOCC3)CCCCC2)cc1C returned GAA glycogen mod -3%[76.3 µM] and Lamin A splicing inconclusive.
Screening CSc1ncc(C(=O)Nc2ccc(F)cc2F)c(-c2ccccc2)n1 returned GAA glycogen mod -2%[76.3 µM] and Lamin A splicing 0%[46 µM].
For Cc1cccc(OC(C)C(=O)N2CCC(c3nc4ccccc4o3)CC2)c1C (stereo not given) the results were GAA glycogen mod 0%[76.3 µM] and Lamin A splicing inconclusive.
Screening O=C(NCc1ccccc1)c1nnc(Cc2cccc(F)c2)o1 returned GAA glycogen mod 24%[76.3 µM] and Lamin A splicing -3%[46 µM].
Screening Cc1ccc2onc(CC(=O)N3CCN(c4cc(Cl)ccc4C)CC3)c2c1 returned GAA glycogen mod -1%[76.3 µM] and Lamin A splicing -10%[46 µM].
For COCC(=O)N1c2nc(-c3ccco3)nn2C2(CCCCC2)[C@@H]2CCCC[C@@H]21 the results were GAA glycogen mod -1%[76.3 µM] and Lamin A splicing inconclusive.
For COc1ccc(Cl)cc1NC(=O)c1sc(-n2nc(C)c(Cc3ccccc3)c2C)nc1C the results were GAA glycogen mod -4%[76.3 µM] and Lamin A splicing 1%[46 µM].
`COCCCNC(=O)c1ccc2c(c1)nc(C)n2-c1cccc(C)c1` gave GAA glycogen mod -2% and Lamin A splicing inconclusive.
Screening Cc1ccc(N(CC(C)C)S(=O)(=O)c2nnc(NC(=O)C(C)C)s2)cc1 returned GAA glycogen mod -8%[76.3 µM] and Lamin A splicing inconclusive.
For COc1ccc(CCNC(=O)c2cc3c(=O)n4ccccc4nc3n2C)cc1 the results were GAA glycogen mod -28%[76.3 µM] and Lamin A splicing inconclusive.
For Cc1cccc(N2CCN(C(=O)c3noc4c3COc3ccc(C)cc3-4)CC2C)c1 (stereo not given) the results were GAA glycogen mod -11%&-4%[76.3 µM] and Lamin A splicing 7%[46 µM].
Screening CSc1ncc(C(=O)N2CCN(c3cccc(C(F)(F)F)c3)CC2)c(C)n1 returned GAA glycogen mod 1%[76.3 µM] and Lamin A splicing -15%[46 µM].
CCN(CC)CCNC(=O)C(=O)NCC(c1cccnc1)N1CCN(c2ccccc2)CC1 (stereo not given) was read as GAA glycogen mod -6%[76.3 µM] and Lamin A splicing -9%[46 µM].
`CCOc1ccccc1CNC(=O)c1nn(C)c2c1CS(=O)(=O)c1ccccc1-2` gave GAA glycogen mod -4%[76.3 µM] and Lamin A splicing -27%[46 µM].
For CC1=C(C(=O)NCc2ccccc2C)C2(CCCCC2)OC1=O the results were GAA glycogen mod 13%[76.3 µM] and Lamin A splicing 9%[46 µM].
CC(C)NC(=O)c1ccc(Cn2c(SCc3ccc(F)cc3)nc3cccnc32)cc1 was read as GAA glycogen mod 15%[76.3 µM] and Lamin A splicing inconclusive.
Screening CC(C)N(Cc1ccccc1)C(=O)Cn1ncc2c([nH]c3ccccc32)c1=O returned GAA glycogen mod 15%[76.3 µM] and Lamin A splicing -2%[46 µM].
`Cc1oc(-c2cccc(Br)c2)nc1CSc1nc2ncccc2[nH]1` gave GAA glycogen mod 5%[76.3 µM] and Lamin A splicing 22%[46 µM].
`COc1ccc(NS(=O)(=O)c2ccc3c(c2)CC(C)N3C(C)=O)c(OC)c1` (stereo not given) gave GAA glycogen mod 10%[76.3 µM] and Lamin A splicing inconclusive.
Cc1ccc(C(=O)Nc2ccc3nc(SCC(=O)N4CCc5ccccc54)sc3c2)cc1 was read as GAA glycogen mod 12%[76.3 µM] and Lamin A splicing inconclusive.
Cc1ccc(Cc2c(C)nn(-c3nc(C)c(C(=O)N4CCCCC4C)s3)c2C)cc1 (stereo not given) was read as GAA glycogen mod 2%[76.3 µM] and Lamin A splicing -8%[46 µM].
CCN(CC)CCNC(=O)Cn1ncc2c([nH]c3ccccc32)c1=O was read as GAA glycogen mod 11%[76.3 µM] and Lamin A splicing inconclusive.
For COC(=O)c1cc(NC(=O)Cn2ncc3c([nH]c4ccccc43)c2=O)cc(C(=O)OC)c1 the results were GAA glycogen mod 11%[76.3 µM] and Lamin A splicing 24%[46 µM].
`CCOc1ccc(NC(=O)c2cn3c4c(ccc(Cl)c4c2=O)OC(C)C3)cc1` (stereo not given) gave GAA glycogen mod 6%[76.3 µM] and Lamin A splicing 7%[46 µM].
Screening CCOC(=O)C1=C(CN2CCC(C)CC2)NC(=O)NC1c1ccc(F)cc1 (stereo not given) returned GAA glycogen mod 11%[76.3 µM] and Lamin A splicing inconclusive.
Screening COc1ccc(C(=O)c2sc(Nc3ccccc3)nc2N)cc1 returned GAA glycogen mod -4%[76.3 µM] and Lamin A splicing inconclusive.
